ARFGAP1 inh: inhibitors of rat ARFGAP1 | Arfgap1-stimulated ARF1 GTP hydrolysis, GDP FP detection | inhibition, % at 16.5 µM | hit rate 0.26% among 360,000 | AID 651572;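 active = inhibition above a per-plate limit, mean inhibition of low control wells plus 3 SD, cut at about 25% in these data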;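 also: 0% = DMSO wells with enzyme and 100% = wells lacking Arfgap1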
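System: truncated rat Arfgap1 GAP domain / Medium: HEPES-based buffer, pH 7.5 / Also added: N-terminally truncated human ARF1-GTP substrate / Incubation: enzyme reaction 120 min at 25 °C after 20 min preincubation / Measured by: FP of antibody-bound GDP Alexa 633 tracer, ex 620/em 688 nm / Replicates: singlicate, each compound tested once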
HTRA1 inh: HTRA1 (human) protease inhibition | Q92743 | recombinant HTRA1, FP-rhodamine activity-based probe, fluorescence polarization | inhibition, % at 5.96 µM | hit rate 0.5% among 340,000; in the data active = inhibition above about 36%;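 also: 0% = enzyme with DMSO and 100% = wells lacking enzyme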
Target sequence (Q92743 whole entry, looked up): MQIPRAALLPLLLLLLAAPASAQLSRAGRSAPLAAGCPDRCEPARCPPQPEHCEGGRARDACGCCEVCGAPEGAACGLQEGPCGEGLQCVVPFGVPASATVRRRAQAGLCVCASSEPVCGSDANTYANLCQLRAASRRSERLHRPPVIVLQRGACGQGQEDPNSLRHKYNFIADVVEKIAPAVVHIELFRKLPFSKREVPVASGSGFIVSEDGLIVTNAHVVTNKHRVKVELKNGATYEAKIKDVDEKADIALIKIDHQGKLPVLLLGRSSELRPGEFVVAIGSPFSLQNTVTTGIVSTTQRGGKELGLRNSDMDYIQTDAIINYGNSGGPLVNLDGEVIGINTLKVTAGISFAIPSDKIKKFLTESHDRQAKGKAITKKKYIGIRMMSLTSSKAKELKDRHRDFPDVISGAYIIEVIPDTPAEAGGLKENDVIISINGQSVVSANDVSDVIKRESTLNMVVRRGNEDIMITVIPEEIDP
GC-A act: GC-A (human) enzyme activation; P16066; hit rate 0.14% among 370,000; activation, % at 10 µM; AID 1671463; HEK293 GC-A cells, cGMP TR-FRET, EC30 ANP; 0% at EC30 ANP, 100% saturating ANP; in the data active = activation above about 40%
mABHD4 FP: inhibits mouse alpha/beta hydrolase domain 4 | hit rate 0.54% among 370,000 | Q8VD66 | purified mABHD4, FP-Rh probe fluorescence polarization | AID 720543 | inhibition, % at 8.92 µM;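 active = inhibition exceeding the mean over every tested compound plus 3 SD, cut at about 30% in these data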;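 also: 0% = plate median of compound wells and 100% = S159A mutant with DMSO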
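Doses – 8.92 µM, single dose · Material – wild-type mouse ABHD4 protein · Replication – single well per compound (singlicate) · Measure – percent inhibition of probe binding, normalized to plate controls · Schedule – 45 min compound pre-incubation plus 60 min probe step, 25 °C · Detection – fluorescence polarization with parallel and perpendicular emission, 525/598 nm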
PG9 binder: binds the HIV-1 gp120 antibody PG9 | TR-FRET gp120-PG9 antibody binding | inhibition, % at 6.7 µM | hit rate 0.43% among 360,000 | AID 624416; in the data active = inhibition above about 8.5%
rCAG binder: r(CAG) repeat RNA binding; TO-PRO-1 dye displacement fluorescence; inhibition, % at 3 µM; hit rate 1.3% among 370,000; AID 651821;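 active = inhibition above the plate cutoff, the mean of all test compounds on that plate plus 3 SD, cut at about 35% in these data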;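 also: 0% = DMSO alone and 100% = 100 µM mitoxantrone as full dye displacement; higher means more dye released from RNA so lower well fluorescence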
NPR2 activator: GC-B (human) receptor activation; P20594; HEK293-GC-B cells, CNP EC30, cGMP TR-FRET; 0% at EC30 CNP, 100% saturating CNP; activation, % at 10 µM; hit rate 0.11% among 370,000;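 active = activation at 10 µM reaching about 35% in either raw or pattern-adjusted values, limit read from the data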
Rev-erbA mod: modulators of human Rev-erb alpha DNA binding; P20393; Rev-erbα–FITC-DNA binding, fluorescence polarization, 90 min; activity, % at 10 µM; hit rate 0.79% among 370,000; AID 1259318;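 active = activity above about 14%, limit read from the data; passing the limit was not always enough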;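 also: 0% = DMSO wells with 35 nM protein and 100% = DMSO wells with 750 nM protein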
Target sequence (P20393 whole entry, looked up): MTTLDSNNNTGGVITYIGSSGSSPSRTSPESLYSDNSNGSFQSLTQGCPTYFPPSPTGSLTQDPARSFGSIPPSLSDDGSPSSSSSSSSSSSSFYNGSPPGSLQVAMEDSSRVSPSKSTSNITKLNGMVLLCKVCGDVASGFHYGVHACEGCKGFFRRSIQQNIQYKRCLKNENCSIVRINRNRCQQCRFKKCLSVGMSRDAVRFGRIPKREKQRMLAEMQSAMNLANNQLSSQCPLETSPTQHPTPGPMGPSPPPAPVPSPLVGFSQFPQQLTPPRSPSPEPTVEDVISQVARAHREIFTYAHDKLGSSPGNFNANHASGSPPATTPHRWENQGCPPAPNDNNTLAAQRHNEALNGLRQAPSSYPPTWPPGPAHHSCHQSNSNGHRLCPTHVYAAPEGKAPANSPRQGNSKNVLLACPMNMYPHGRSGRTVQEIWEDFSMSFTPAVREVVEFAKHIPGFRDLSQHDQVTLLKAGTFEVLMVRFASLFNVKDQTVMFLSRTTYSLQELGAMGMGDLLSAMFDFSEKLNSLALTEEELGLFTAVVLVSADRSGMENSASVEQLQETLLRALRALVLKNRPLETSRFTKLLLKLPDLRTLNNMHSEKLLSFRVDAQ
SMARCA2 activ: SMARCA2 function activation, primary screen | MG213 cells, MMTV-luciferase reporter, dexamethasone, overnight | activation, % at 9.1 µM | hit rate 1% among 370,000 | AID 652017; in the data active = activation above about 7.8%;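 also: 0% = vehicle wells and 100% = reference activator wells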
ASAP1 GAP inh: inhibitors of human ASAP1 ArfGAP activity. inhibition, % at 16.5 µM. hit rate 0.19% among 360,000. ASAP1-stimulated ARF1 GTP hydrolysis, GDP FP detection. AID 624377; in the data active = inhibition above about 25%;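 also: 0% = vehicle with enzyme and substrate and 100% = no enzyme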
* hit, by the source's call; x = not tested or not shown.

1	O=S(=O)(Nc1nc2ccccc2nc1NCc1ccco1)c1ccc(Cl)cc1
2	COc1ccccc1CNC(=O)[C@H](C)NC(=O)C1CCN(C(=O)[C@@H]2CCCN2C(=O)OC(C)(C)C)CC1
3	CCCCCCOC(=O)C(C#N)c1nc2ccccc2nc1N1CCN(CC)CC1 (stereo unspecified)
4	Cn1cc(S(=O)(=O)NC2CCCCC2)c(=O)n(C)c1=O
5	CC(C)=C1C2C=CC1C(C(=O)Nc1cc(C)ccc1C)C2C(=O)O (stereo unspecified)
6	O=C(Nc1ccccc1-c1nnn(CC(=O)N2CCOCC2)n1)c1ccc(F)cc1
7	CCCC(=O)NCc1ccccc1Cl
8	C[C@@H]1CCCCCCCCC(=O)OCCN(C(=O)OC(C)(C)C)[C@H](C)CCCCCCCCC(=O)OCCN1C(=O)OC(C)(C)C

Screen / compound no.	1	2	3	4	5	6	7	8
ARFGAP1 inh	9	5	6	-19	2	12	-7	-2
HTRA1 inh	8	-1	-14	-3	2	-1	3	-5
GC-A act	-4	2	-4	0	-1	-7	0	-2
mABHD4 FP	-3	1	13	4	1	2	-2	-6
PG9 binder	1.1	2.5	-1.2	1.8	-1.2	-2.2	-0.7	1.4
rCAG binder	21	-5	-4	-1	1	-6	1	2
NPR2 activator	16	2	-6	0	5	-1	-9	0
Rev-erbA mod	6	4	11	8	0	3	2	4
SMARCA2 activ	1	1	-2	-2	1	-1	-2	-1
ASAP1 GAP inh	-16	-2	-2	8	-22	3	4	3

9	CCN(CC)S(=O)(=O)c1ccc2c(c1)oc(=O)n2CC(=O)NC1CCCCC1
10	Cc1nnc(SCC(=O)Nc2cccnc2Cl)s1
11	COc1ccc(/C=N/NC(=O)C(Cc2c[nH]c3ccccc23)NC(=O)OCC(C)C)cc1[N+](=O)[O-] (stereo unspecified)
12	COc1ccc(CCNC(=O)CC2Oc3ccc(Cl)cc3NC2=O)cc1OC (stereo unspecified)
13	COc1ccccc1NS(=O)(=O)c1ccc(C(N)=O)cc1
14	CC1(C)CC(=O)C=C(c2ccccc2F)C1=O
15	CCn1nc(C)c(/C=N/NC(=O)c2nc3nc(C)cc(C)n3n2)c1C
16	CN(C)CCN1C(=O)C(=O)/C(=C(/O)c2ccc(S(=O)(=O)N3CCOCC3)cc2)C1c1ccccc1 (stereo unspecified)

Screen / compound no.	9	10	11	12	13	14	15	16
ARFGAP1 inh	1	-1	-12	-6	14	-4	2	11
HTRA1 inh	-4	1	-7	-1	3	x	6	1
GC-A act	8	-1	-4	-1	-1	0	2	3
mABHD4 FP	3	3	7	2	-1	-1	2	0
PG9 binder	0.6	-0.3	1.0	0.5	-2.4	-1.5	-2.6	-1.8
rCAG binder	8	-2	4	3	2	4	3	2
NPR2 activator	9	5	3	0	3	7	2	4
Rev-erbA mod	1	-4	1	6	-1	-4	5	-6
SMARCA2 activ	-5	2	5	0	-2	1	0	6
ASAP1 GAP inh	10	-5	0	-2	-11	-3	-2	-4

17	COc1ccc(-n2c(Cc3ccccc3)nnc2SCC(=O)N2CCCc3ccccc32)cc1
18	O=C(Nc1ccc(F)cc1)Nc1cccnc1
19	COc1ccc(N2C(=O)C(Cl)=C(N3CCOCC3)C2=O)cc1
20	C#CCN(CC=C)C(=O)c1ccc(OC2CCN(S(=O)(=O)N(C)C)CC2)cc1
21	CCc1cc2c(-n3nc(C)cc3C)ncnc2s1
22	S=C(c1ccc2c(c1)OCO2)N1CCCCC1
23	CCOC(=O)c1sc(C)c(C(N)=O)c1NC1=NCCCCC1
24	c1ccc(Cn2nnnc2C(c2ccccc2)N2CCN(c3nc4ccccc4s3)CC2)cc1 (stereo unspecified)

Screen / compound no.	17	18	19	20	21	22	23	24
ARFGAP1 inh	9	10	-4	0	-5	1	-3	7
HTRA1 inh	-10	7	7	4	-4	-6	3	-2
GC-A act	-30	-4	3	-1	-15	-1	4	1
mABHD4 FP	4	-6	4	2	-7	-7	7	0
PG9 binder	-0.1	0.0	1.5	1.6	0.4	0.7	-2.6	0.5
rCAG binder	-8	-2	-1	-8	-2	-1	5	4
NPR2 activator	-15	-1	-3	7	-6	0	-4	1
Rev-erbA mod	0	-2	-3	1	-2	5	-6	3
SMARCA2 activ	-1	3	0	-3	0	-2	1	1
ASAP1 GAP inh	-17	5	-27	-5	-4	-12	-2	10

25	CCNC(=O)CC1C(=O)N(CC)C(=S)N1NC(=O)c1ccc(Cl)cc1 (stereo unspecified)
26	NS(=O)(=O)c1cccc(NC(=O)CN2CCN(S(=O)(=O)c3ccc4c(c3)OCCO4)CC2)c1
27	COc1cccc(-c2ccc(CC[C@H]3O[C@H]4CC[C@H](CO)O[C@H]4C[C@H]3NS(C)(=O)=O)cc2)c1
28	COCCn1c(SCC(=O)N2CCC(C)CC2)nc2ccccc2c1=O
29	Cc1ccc(S(=O)(=O)NCCC(=O)NCc2ccc(Cl)cc2)cc1C
30	O=C(COc1ccccc1Cl)Nc1ccccc1C(=O)Nc1cccc(C(=O)O)c1
31	O=C(NCCNc1ccc([N+](=O)[O-])cc1)c1cccc(Br)c1
32	CN(C)Cc1ccccc1C1(O)c2ccccc2CSc2ccccc21 (stereo unspecified)

Screen / compound no.	25	26	27	28	29	30	31	32
ARFGAP1 inh	9	-6	x	1	-10	-12	-1	1
HTRA1 inh	-5	-7	x	4	-12	-12	1	-14
GC-A act	1	-3	1	0	-4	-4	-9	-24
mABHD4 FP	0	0	-2	4	-1	-22	-5	-7
PG9 binder	-1.1	0.5	x	-0.2	-2.2	0.9	0.2	-1.1
rCAG binder	-2	6	2	-9	0	40*	-3	-7
NPR2 activator	5	3	-3	3	-2	-2	-2	-14
Rev-erbA mod	1	-5	5	0	-2	1	-2	4
SMARCA2 activ	-2	-5	-2	-3	-3	3	-1	-1
ASAP1 GAP inh	1	-13	x	-5	-9	4	4	3

33	CC1Sc2ccc(C#N)cc2N(Cc2cccc(C(F)(F)F)c2)C1=O (stereo unspecified)
34	COc1ccc(OC)c(C2C3=C(COC3=O)Nc3cc4c(cc32)OCO4)c1 (stereo unspecified)
35	CCOC(=O)c1nc2ccc(C)cc2c2c1C1CC(c3c(Cl)cccc31)N2C(=O)OCc1ccccc1 (stereo unspecified)
36	CN1CCN(S(=O)(=O)c2ccc(NC(=S)NC(=O)C(C)(C)C)cc2)CC1
37	CCOC(=O)c1sc(NC(=O)Nc2ccccc2)cc1C
38	O=C(Nc1c2c(nc3ccccc13)CCCC2)c1ccccc1Br
39	CCOC(=O)[C@]12CCCC=C1N(CCc1ccc(OC)c(OC)c1)C(=O)[C@H](CC(=O)NCc1ccc(C)o1)C2
40	CCOC(=O)c1noc(C)c1C(=O)Nc1nccs1

Screen / compound no.	33	34	35	36	37	38	39	40
ARFGAP1 inh	-3	-7	3	0	1	1	4	-1
HTRA1 inh	x	-9	-47	-2	-27	7	x	-5
GC-A act	-10	-23	0	-2	-7	4	2	1
mABHD4 FP	-4	2	-18	-1	-4	0	4	-6
PG9 binder	-1.6	-3.3	-1.0	-3.1	-0.4	-1.6	-1.2	-0.6
rCAG binder	1	4	9	-5	19	4	1	0
NPR2 activator	-10	-16	2	4	0	1	0	-2
Rev-erbA mod	2	-1	4	2	0	2	3	0
SMARCA2 activ	-1	0	-5	-4	-3	3	-3	-4
ASAP1 GAP inh	-14	-14	5	-6	4	0	0	-11

Reprinted at random: 6 compounds from above, in no set order.
33	CC1Sc2ccc(C#N)cc2N(Cc2cccc(C(F)(F)F)c2)C1=O (stereo unspecified)
35	CCOC(=O)c1nc2ccc(C)cc2c2c1C1CC(c3c(Cl)cccc31)N2C(=O)OCc1ccccc1 (stereo unspecified)
38	O=C(Nc1c2c(nc3ccccc13)CCCC2)c1ccccc1Br
34	COc1ccc(OC)c(C2C3=C(COC3=O)Nc3cc4c(cc32)OCO4)c1 (stereo unspecified)
39	CCOC(=O)[C@]12CCCC=C1N(CCc1ccc(OC)c(OC)c1)C(=O)[C@H](CC(=O)NCc1ccc(C)o1)C2
40	CCOC(=O)c1noc(C)c1C(=O)Nc1nccs1

Screen / compound no.	33	35	38	34	39	40
ARFGAP1 inh	-3	3	1	-7	4	-1
HTRA1 inh	x	-47	7	-9	x	-5
GC-A act	-10	0	4	-23	2	1
mABHD4 FP	-4	-18	0	2	4	-6
PG9 binder	-1.6	-1.0	-1.6	-3.3	-1.2	-0.6
rCAG binder	1	9	4	4	1	0
NPR2 activator	-10	2	1	-16	0	-2
Rev-erbA mod	2	4	2	-1	3	0
SMARCA2 activ	-1	-5	3	0	-3	-4
ASAP1 GAP inh	-14	5	0	-14	0	-11

Further entries.
41	O=C(NCCc1ccccc1)C(=O)NCC1OCCN1S(=O)(=O)c1ccc(Cl)cc1 (stereo unspecified)
42	CN(C)c1ccc(NC(=O)C2C3C=CC(C3)C2C(=O)O)cc1 (stereo unspecified)
43	O=C(COc1ccccc1F)NCCc1ccc2c(c1)OCCO2
44	O=C(CSc1ccc2nnc(-c3cccnc3)n2n1)Nc1ccc(F)cc1F
45	C=CCc1ccc(O)c(-c2ccc(O)c(CC=C)c2)c1
46	CCCCOc1ccc(Br)cc1/C(C)=N/NC1=NCCN1
47	COc1cc(C=O)ccc1OS(=O)(=O)c1ccccc1[N+](=O)[O-]
48	CCCC(=O)OC12CCCN(C1)/C(=C/c1ccc(C#N)cc1)C2 (stereo unspecified)

Screen / compound no.	41	42	43	44	45	46	47	48
ARFGAP1 inh	12	-118	-6	13	36*	13	6	x
HTRA1 inh	-3	35	3	2	11	6	-1	x
GC-A act	3	-6	-3	-2	0	-11	-6	0
mABHD4 FP	3	35*	-1	-3	-14	10	4	6
PG9 binder	-1.0	-134	-0.4	-0.4	-0.6	1.3	2.7	x
rCAG binder	4	15	2	0	4	10	2	4
NPR2 activator	0	-25	3	-3	0	-9	-11	-2
Rev-erbA mod	1	3	6	-4	1	2	-2	1
SMARCA2 activ	-2	-2	-2	4	-1	-4	-3	-4
ASAP1 GAP inh	-4	-63	-16	-9	14	1	3	x

49	c1ccc(-c2nn3c(Cn4nnc5ccccc54)nnc3s2)cc1
50	CCCN1C(=O)CC(=O)N=C1SCC(=O)Nc1ccccc1F
51	Cc1ccc(NC(=O)Nc2nnc(-c3ccccc3F)s2)cc1
52	Cc1cc(NNC(=O)c2ccccc2)nc(NNC(=O)c2ccccc2)n1
53	CCOC(=O)c1c(C)[nH]c(C(=O)COc2ccc3ccc(=O)oc3c2)c1C
54	Cc1ccccc1Cn1nnc(-c2ccc(F)cc2)n1

Screen / compound no.	49	50	51	52	53	54
ARFGAP1 inh	10	-1	5	3	-12	2
HTRA1 inh	-4	-6	-5	8	-4	-9
GC-A act	2	-1	5	-1	7	2
mABHD4 FP	-7	-24	4	-4	-4	-8
PG9 binder	-1.6	-0.8	-1.0	-2.7	-0.5	-0.1
rCAG binder	3	23	9	0	8	-3
NPR2 activator	-5	0	4	4	2	-2
Rev-erbA mod	3	4	3	-6	7	5
SMARCA2 activ	-4	-3	3	-1	-3	0
ASAP1 GAP inh	0	8	-5	-24	-2	4

An excerpt from above in order of the ASAP1 GAP inh value, smallest number first.
No. | SMILES | ASAP1 GAP inh
1 | O=S(=O)(Nc1nc2ccccc2nc1NCc1ccco1)c1ccc(Cl)cc1 | -16
16 | CN(C)CCN1C(=O)C(=O)/C(=C(/O)c2ccc(S(=O)(=O)N3CCOCC3)cc2)C1c1ccccc1 (stereo unspecified) | -4
49 | c1ccc(-c2nn3c(Cn4nnc5ccccc54)nnc3s2)cc1 | 0

Screening results as filed in PubChem BioAssay.
